FUS yeast rescue – qHTS for Suppressors of FUS Proteinopathy: Primary screen using FUS-linked yeast assay. 390,000 tested, 0.24% active. S. cerevisiae FUS-expressing, growth rescue, OD600, 24 h. Potency, µM (doses to about 76.6 µM), without a hit: top-dose growth rescue (activation), hits mostly activators;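 note: potency is the fitted concentration of half-maximal effect; plate controls were DMSO vehicle for no effect and reference control for full effect; nearly all actives have a fitted effect of over 55% in size; some results filed as inactive show a strong effect at the top dose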
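Absorbance at 600 nm, taken 24hr after compound addition, measured rescue of FUS-yeast growth at 30C. Induction used 2% galactose with seeding at OD 0.005. Controls: CP55940 from 92uM final, DMSO only.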
Abeta rescue – qHTS for compounds that reverse cellular toxicity of Amyloid beta (A-beta) peptide in yeast: Primary Screen; yeast expressing A-beta42, growth rescue, OD600, 48 h; response scale: 0% DMSO, 100% iron-clioquinol control; Potency, µM (highest dose often 46.1 µM), without a hit: at the highest dose growth rescue, most hits filed as activators; 410,000 tested, 0.063% active; AID 1347071, 2019; note: potency is the fitted concentration of half-maximal effect; nearly all actives have a fitted effect of over 55% in size
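Yeast growth medium received pinned compounds, then yeast cells expressing toxic A-beta were added; plates incubated at 30 C for 48 hr. Growth read as absorbance at 600 nm, normalized to DMSO and equimolar FeCl3 plus clioquinol controls.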
WRN helicase inh – qHTS for Inhibitors of WRN Helicase. 360,000 tested, 0.46% active. WRN helicase unwinding, fluorescent forked duplex, kinetic. Potency, µM (highest dose often 114 µM), for inactives: at the top dose activity change, negative = inhibition, actives largely listed as inhibitors; note: potency is the fitted concentration of half-maximal effect; % is set by controls: 0 for no effect and ±100 for the full control effect; nearly all actives have a fitted effect of over 55% in size
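Fluorescence dequenching readout, ex 525 nm/em 598 nm, kinetic mode: forked duplex DNA (100 nM final) with adjacent fluorophore and quencher unwound by WRN (20 nM final) with 2 mM ATP. Compound preincubation 15 min, room temperature.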
PI5P4Ka inh – qHTS for Inhibitors of phosphatidylinositol 5-phosphate 4-kinase (PI5P4K); Phosphatidylinositol 5-phosphate 4-kinase type-2 alpha (Homo sapiens), P48426; PI5P4Kalpha enzyme, ADP-Glo luminescence, 60 min; hits give low values; max response, %; 330,000 tested, 1.2% active; AID 652105, 2013; active = max response of -50% or lower; inconclusive = between -30% and -50%; inactive = -30% or higher; note: value at the top dose of about 77 µM; % is set by controls: 0 for no effect and ±100 for the full control effect
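Human PI5P4Kalpha with substrate in 0.038 M HEPES pH 7.4, 0.28 mM EGTA, 0.1% CHAPS, 5% DMSO; reaction started with 5 microM ATP (final), 60 min at room temperature. ADP formed read by ADP-Glo luminescence.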
EPAC1 ag – qHTS for Agonist of cAMP-regulated guanine nucleotide exchange factor 3 (EPAC1): primary screen. Potency, µM (highest dose often 154 µM), inactives show top-dose activation, actives largely listed as activators. Rap guanine nucleotide exchange factor 3 (Homo sapiens), O95398. EPAC1 agonist qHTS, biochemical assay; response scale: 100% = response to 6.5 mM cAMP. 360,000 tested, 0.073% active; note: potency is the fitted concentration of half-maximal effect; nearly all actives have a fitted effect of over 60% in size
Target sequence (O95398 whole entry, looked up): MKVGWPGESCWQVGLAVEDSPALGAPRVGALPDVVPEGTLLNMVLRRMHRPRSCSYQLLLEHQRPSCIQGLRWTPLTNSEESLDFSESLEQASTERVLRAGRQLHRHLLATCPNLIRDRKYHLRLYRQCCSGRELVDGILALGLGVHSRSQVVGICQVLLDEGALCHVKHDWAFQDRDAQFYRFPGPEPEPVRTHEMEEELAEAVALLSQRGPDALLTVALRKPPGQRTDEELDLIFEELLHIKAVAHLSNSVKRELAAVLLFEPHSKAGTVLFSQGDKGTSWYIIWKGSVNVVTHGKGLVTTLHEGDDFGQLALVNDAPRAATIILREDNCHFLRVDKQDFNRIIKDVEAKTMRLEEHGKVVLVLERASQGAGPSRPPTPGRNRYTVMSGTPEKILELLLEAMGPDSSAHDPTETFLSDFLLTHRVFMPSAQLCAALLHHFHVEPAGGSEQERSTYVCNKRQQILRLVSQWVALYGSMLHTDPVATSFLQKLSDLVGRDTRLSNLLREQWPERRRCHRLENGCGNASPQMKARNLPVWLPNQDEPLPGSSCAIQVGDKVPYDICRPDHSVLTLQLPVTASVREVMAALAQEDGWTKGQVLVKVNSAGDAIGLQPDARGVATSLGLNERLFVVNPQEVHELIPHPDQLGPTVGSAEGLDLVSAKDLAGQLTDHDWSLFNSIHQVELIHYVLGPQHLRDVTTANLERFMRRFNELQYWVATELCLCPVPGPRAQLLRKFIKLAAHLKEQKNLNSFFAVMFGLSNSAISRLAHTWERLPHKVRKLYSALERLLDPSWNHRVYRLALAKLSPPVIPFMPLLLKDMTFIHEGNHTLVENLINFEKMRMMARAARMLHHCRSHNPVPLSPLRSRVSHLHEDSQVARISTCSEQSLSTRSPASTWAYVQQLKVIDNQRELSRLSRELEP
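Normalized to 6.5 mM cAMP, activity reflects EPAC1-catalysed release of BODIPY-GDP from Rap1B, followed kinetically over 30 min at 480 nm excitation, 540 nm emission. Reaction contained 100 nM EPAC1, 250 nM Rap1B-BODIPY-GDP, 50 uM GDP.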
PLK1 PBD block – qHTS for Inhibitors of PLK1-PDB (polo-like kinase 1 - polo-box domain): Primary Screen; Serine/threonine-protein kinase PLK1 (Homo sapiens), P53350; Plk1 PBD binding of FITC phosphopeptide, fluorescence polarization; Potency, µM, without a hit: max response, negative = inhibition, usual class: inhibitors; 360,000 tested, 2.8% active; note: potency is the fitted concentration of half-maximal effect; series mostly up to about 57 µM; % is set by controls: 0 for no effect and ±100 for the full control effect; nearly all actives have a fitted effect of over 65% in size
IL2 activator – qHTS of IL-2 Activators; activation, % (series mostly up to about 46 µM); IL-2 activation reporter assay, cell-based qHTS; stimulated with anti-CD3/CD4/CD28 beads; in transgenic mouse T cells; AID 652025, 2013; 360,000 tested, 0.065% active; in the data active = activation above about 50%; inconclusive = mostly about 30% to 49%; note: 0% is about no effect
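First, unstimulated transgenic mouse T cells were exposed to compound for 60 min. Next, anti-CD3/anti-CD4-coated beads with anti-CD28 were added. Finally, after 18 h at 37 degrees C, EGFP and DsRed were imaged.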
EPAC1 antagonist – qHTS for Antagonist of cAMP-regulated guanine nucleotide exchange factor 3 (EPAC1): primary screen. AID 720709, 2013. Rap guanine nucleotide exchange factor 3 (Homo sapiens), O95398. Potency, µM (doses to about 115 µM), inactives show at the top dose activity change, negative = inhibition, hits mostly inhibitors. 360,000 tested, 0.14% active. EPAC1 GEF assay, Rap1b-BODIPY-GDP exchange fluorescence;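 note: potency is the fitted concentration of half-maximal effect; plate controls were vehicle for no effect and positive control for full effect; nearly all actives have a fitted effect of over 50% in size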
An asterisk follows results filed as active; ? = inconclusive; . = no result given; & = joins results of further samples; [ ] = dose if it differs, or a comment. Unless noted, calls come from the whole dose curve; as a rule, active = well fitted curve in the direction sought with a large enough effect; inconclusive = small, poorly fitted or top-dose-only effect, or another doubt; inactive = no such curve, though single readings can be large; an effect the other way counts as inactive or inconclusive.

SMILES | FUS yeast rescue | Abeta rescue | WRN helicase inh | PI5P4Ka inh | EPAC1 ag | PLK1 PBD block | IL2 activator | EPAC1 antagonist
O=C(c1cccs1)N1CCN(c2cc(Cl)ccc2Cl)CC1 | 25% | -4% | -10% | 8 | 16% | -4% | 0.7 | ?
c1ccc2c(c1)NC(CN1CCOCC1)CO2 (stereo unspecified) | -15% | 17% | -1% | 2 | 15% | -13% | 0.3 | 3%
Cn1c(=O)n(C)c2cc(S(=O)(=O)NCc3ccco3)ccc21 | -22% | 16% | -12% | -6 | -7% | 1% | 0.7 | 10%
COc1ccc(Cl)cc1C(=O)NCCN(C)C | 5% | 10% | -8% | 4 | -1% | -6% | 7.9 | -1%
Fc1ccccc1CSc1ncnc2c1oc1ccccc12 | -20% | 8% | 2% | . | 4% | 2% | 16 | 10%
CC(NC(=O)NCCCC(=O)O)(C(F)(F)F)C(F)(F)F | 26% | -2% | -9% | -2 | -6% | -2% | -0.1 | 2%
O=C(O)/C(=C\c1cccc(F)c1)c1ccc(S(=O)(=O)N2CCCCC2)s1 | . | -10% | ? | -5 | 2% | -25% | -2.1 | -6%
COc1cccc(OC)c1C(=O)NCCN1CCN(C(=O)c2c(OC)cccc2OC)CC1 | 20% | 14% | -4% | 0 | 4% | -8% | 0.6 | 4%
Cc1ccccc1CN1[C@@H](CC2CCCCC2)COCCS1(=O)=O | 35% | -12% | -6% | 3 | 3% | 27µM* | -4.0 | -11%
CCCc1cc(=O)[nH]c2nnc(SCC(=O)Nc3cccc(NC(C)=O)c3)n12 | 34% | -9% | -13% | -23 | -9% | -9% | 7.3 | -24%
O=C(CCNS(=O)(=O)c1ccccc1)OCC(=O)c1ccc(F)cc1 | 14% | 12% | -12% | 3 | -1% | -6% | -0.7 | -9%
c1ccc(-n2nnnc2CN2CCOCC2)cc1 | -27% | 5% | -14% | 2 | 1% | -18% | -0.1 | 7%
CCOC(=O)CCCC(=O)Nc1ncnc2c1C(c1ccccc1)c1c(ccc3ccccc13)O2 (stereo unspecified) | 8% | 0% | . | . | 5% | . | 6.5 | 6%
N#C/C(=C\c1cc2ccccc2nc1N1CCCCC1)C(N)=O | 40% | -3% | 0% | 3 | -5% | 0% | -0.4 | -10%
O=C(NC1CCCCC1)c1ccc(-c2ccccc2)cc1 | -5% | 6% | 9% | 0 | 6% | -13% | 0.1 | -18%
CCCCC(=O)Nc1ccc2c(c1)nc(CCNC(=O)c1ccco1)n2C | -5% | 6% | 0% | -4 | 10% | -13% | -3.3 | 21%
CCCN1C(=O)CC(=O)N=C1SCC(=O)Nc1ccccc1F | -8% | 22% | 5% | -9 | -5% | -7% | -0.8 | -12%
CCN(CC)C(=O)[C@H]1C[C@H](CC(=O)NCCCn2ccnc2)C(=O)N2CCc3c([nH]c4cc(CCC(=O)N(C)C)ccc34)[C@]12C | -18% | -6% | 2% | 4 | -17% | -5% | 1.3 | 3%
COC(=O)c1ccc(OC)c(Cn2c(=O)n(C)c(=O)c3sccc32)c1 | -30% | -2% | 0% | 3 | -1% | -5% | 1.5 | -7%
CC(=O)Cn1c(=O)oc2ccccc21 | -4% | 11% | -7% | 3 | 4% | -2% | -1.2 | -19%
CCc1nnc(NC(=O)CSc2nnc(-c3cccnc3)n2CCc2ccccc2)s1 | 15% | 13% | -16% | -9 | 6% | ? | 5.4 | -6%
Cn1c(=O)c2c(ncn2Cc2nnc(N)s2)n(C)c1=O | 2% | 0% | -3% | -1 | -5% | -24% | -0.6 | -14%
COC(=O)c1c(NC(=O)c2ccn(C)n2)sc2c1CCC2 | 14% | -2% | 3% | 3 | 11% | -8% | -0.5 | -21%
O=C(O)c1ccc(NC(=O)c2ccc(COc3ccc(Cl)cc3)o2)cc1 | -5% | -13% | -8% | -10 | -1% | -5% | -1.3 | 7%
Cc1ccc(C(=O)Nc2ccc(S(=O)(=O)NCc3ccco3)cc2)cc1 | 39% | 16% | -24% | . | 6% | -5% | 3.0 | 4%

The results go on:
SMILES | FUS yeast rescue | Abeta rescue | WRN helicase inh | PI5P4Ka inh | EPAC1 ag | PLK1 PBD block | IL2 activator | EPAC1 antagonist
CN(C)c1ccc(NC(=S)NCC2CCCO2)cc1 (stereo unspecified) | 14% | -5% | 12% | -11 | -3% | 0% | -2.8 | -4%
CC1CCCCN1C(=O)CCS(=O)(=O)Cc1ccccc1 (stereo unspecified) | -1% | 4% | 8% | -6 | 11% | -24% | -0.1 | -18%
COc1ccc(C(CNC(=O)c2ccc(-c3ccccc3)cc2)N(C)C)cc1OC (stereo unspecified) | -3% | -14% | -4% | 9 | -4% | -4% | -2.6 | -17%
COc1ccccc1C1=NNC(=Nc2cccc(S(=O)(=O)N(C)C)c2)SC1 | 8% | 8% | -8% | ? | 1% | -19% | -0.9 | 12%
Cn1c(=O)oc2cc(S(=O)(=O)NCc3ccc(Cl)cc3)ccc21 | -2% | . | -4% | -2 | 3% | -1% | 1.9 | -2%
COc1ccc(S(=O)(=O)NC(C)C(=O)NCc2ccccn2)cc1OC (stereo unspecified) | -31% | -14% | 1%[57.1 µM] | 0 | 4% | 1% | -0.4 | -19%
C[C@H]1CN([C@@H](C)CO)C(=O)c2cccc(NS(=O)(=O)c3ccc(F)cc3)c2O[C@H]1CN(C)S(=O)(=O)c1cn(C)cn1 | 21% | 9% | -4% | -2 | 9% | -6% | 2.1 | 2%
CC1(C(=O)NS(=O)(=O)C2CC2)CCN(C(=O)COc2ccc(Cl)cc2Cl)C1 (stereo unspecified) | -15% | 12% | 3% | 0 | 9% | 2% | -0.1 | 5%
O=C1CC(N2CCN(Cc3ccc(Cl)cc3)CC2)C(=O)N1CCc1ccccc1 (stereo unspecified) | 10% | -3% | -1% | 2 | 2% | 6% | 5.1 | 8%
CCOC(=O)N1CCN(C(=O)CSc2nnc(-c3cccc(Cl)c3)o2)CC1 | -3% | 12% | -5% | 6 | -5% | -12% | -4.1 | -9%
NC(=S)NNC(=O)c1cccc(Cl)c1 | -2% | -2% | 4% | 1 | -3% | -8% | 2.7 | 17%
CC(=O)c1cccc(NC(=O)CCS(=O)(=O)c2cc3c(cc2C)NC(=O)CO3)c1 | -13%&-11% | -4%&-18% | -4% | -2 | -13% | -1% | 0.9 | -1%
CCn1cc(/C=C(\NC(=O)c2ccc(OC)c(OC)c2)C(=O)NCCCN2CCOCC2)c2ccccc21 | -13% | -3% | -10% | -1 | -18% | 4% | 1.6 | -6%
COC(=O)c1sc(N2C(=O)C(O)=C(C(=O)c3ccc(C)o3)C2c2ccc(F)cc2)nc1C (stereo unspecified) | 21% | -16% | -21% | . | 2% | ? | -0.9 | -10%
COc1ccc(CCCC(=O)Nc2ccccc2F)cc1 | . | -15% | 12% | -3 | 5% | -5% | 0.0 | -8%
NC(=O)C1CCN(Cc2nnnn2Cc2ccco2)CC1 | 11% | -3% | -11% | -3 | 9% | -5% | 2.3 | -14%
Cn1c(=O)oc2cc(C(=O)c3ccccc3)ccc21 | -7% | 1%[9.22 µM] | -21% | 3 | -4% | -2% | -2.9 | 3%
CCNC(=O)Nc1cc2nc(C)n(Cc3ccc(Br)cc3)c2nc1C | -9% | 20% | 1% | 4 | 3% | -8% | -0.5 | -17%
Cn1c(CCN2CCCCC2)nc2cc(NC(=O)COc3ccc([N+](=O)[O-])cc3)ccc21 | 23% | 2% | -2% | 0 | 2% | -7% | -3.0 | 0%
COc1ccc(CN(C)Cc2ccccc2)c(OC)c1OC | . | -15% | 7% | -4 | -3% | -6% | 0.7 | 6%
O=C(NC(=S)NC1C2CC3CC(C2)CC1C3)c1ccccc1 (stereo unspecified) | 3% | ? | -6% | 6 | -16% | -1% | -2.9 | -28%
CCNC(=O)C/C(C)=N/NC(=O)C(=O)Nc1ccc(CC)cc1 | 1% | -13% | 8% | 1 | 4% | 5% | 0.9 | 6%
O=C(Oc1ccc(N2C(=O)CCC2=O)cc1)c1ccco1 | 4% | -4% | 14% | 0 | 1% | 0% | -0.5 | -19%
CC(=O)C[C@@H](O)CC(=O)[C@@H]1OC(=O)CCCCCCCc2ccccc21 | 3% | 1% | 0% | 5 | -6% | -28% | 3.1 | -4%
Cc1ccc(CSCC(=O)NCCc2ccccc2)cc1 | 5% | 15% | -2% | -1 | 6% | 0% | -3.3 | 10%
O=C(O)CNC(=O)CCN1C(=O)c2ccccc2C1=O | -2% | 15% | -4% | . | -4% | 0% | -0.2 | 3%
Cc1nn(C)c(C)c1CN(Cc1nc(-c2ccc(F)cc2F)oc1C)C1CC1 | 12% | 12% | -2% | 6 | -5% | -3% | -2.7 | 2%

Given field by field: entries from further up
CCN(CC)C(=O)[C@H]1C[C@H](CC(=O)NCCCn2ccnc2)C(=O)N2CCc3c([nH]c4cc(CCC(=O)N(C)C)ccc34)[C@]12C
  FUS yeast rescue: -18% | Abeta rescue: -6% | WRN helicase inh: 2% | PI5P4Ka inh: 4 | EPAC1 ag: -17% | PLK1 PBD block: -5% | IL2 activator: 1.3 | EPAC1 antagonist: 3%

COC(=O)c1ccc(OC)c(Cn2c(=O)n(C)c(=O)c3sccc32)c1
  FUS yeast rescue: -30% | Abeta rescue: -2% | WRN helicase inh: 0% | PI5P4Ka inh: 3 | EPAC1 ag: -1% | PLK1 PBD block: -5% | IL2 activator: 1.5 | EPAC1 antagonist: -7%

Pulled by compound from the list above:
SMILES | FUS yeast rescue | Abeta rescue | WRN helicase inh | PI5P4Ka inh | EPAC1 ag | PLK1 PBD block | IL2 activator | EPAC1 antagonist
CC(=O)C[C@@H](O)CC(=O)[C@@H]1OC(=O)CCCCCCCc2ccccc21 | 3% | 1% | 0% | 5 | -6% | -28% | 3.1 | -4%
CCOC(=O)N1CCN(C(=O)CSc2nnc(-c3cccc(Cl)c3)o2)CC1 | -3% | 12% | -5% | 6 | -5% | -12% | -4.1 | -9%
NC(=O)C1CCN(Cc2nnnn2Cc2ccco2)CC1 | 11% | -3% | -11% | -3 | 9% | -5% | 2.3 | -14%

Bioassay records deposited in PubChem BioAssay by National Center for Advancing Translational Sciences (NCATS).
